Screening results from PubChem BioAssay.
PPC-1+TRAIL kill: compounds killing PPC-1 cancer cells with TRAIL present (potentiator screen, no TRAIL-free arm) | AID 1443 | PPC-1 cells + TRAIL, ATPLite viability luminescence | 220,000 tested, 0.41% active | cell killing (% activity), % at 4 µM;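 active = cell killing above 50% in the first pass at 4 µM, then a duplicate retest at 5 µM averaging 50% or more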;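 also: plate controls were cells with TRAIL plus DMSO for no effect and medium-only wells lacking cells for full effect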
Tb hexokinase: T. brucei hexokinase 1 inhibition; AID 1430; inhibition, % at 10 µM; recombinant TbHK1, G6PDH-coupled NADH A340; 220,000 tested, 0.11% active;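 active = inhibition of 50% or more in the single-dose primary screen; inactive = inhibition below 50%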
PGE2 EP2 inh: EP2 receptor (human) inhibition. C6 glioma cells expressing human EP2, cAMP TR-FRET; cells stimulated with saturating PGE2. inhibition, % at 25 µM. 260,000 tested, 0.52% active. AID 1422. P43116;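 active = percent inhibition above 40 after rounding to a whole number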;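 also: rat C6 glioma host cells with rolipram phosphodiesterase inhibitor present; the protocol text gives 20 µM as final concentration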
Target sequence (P43116 whole entry, looked up): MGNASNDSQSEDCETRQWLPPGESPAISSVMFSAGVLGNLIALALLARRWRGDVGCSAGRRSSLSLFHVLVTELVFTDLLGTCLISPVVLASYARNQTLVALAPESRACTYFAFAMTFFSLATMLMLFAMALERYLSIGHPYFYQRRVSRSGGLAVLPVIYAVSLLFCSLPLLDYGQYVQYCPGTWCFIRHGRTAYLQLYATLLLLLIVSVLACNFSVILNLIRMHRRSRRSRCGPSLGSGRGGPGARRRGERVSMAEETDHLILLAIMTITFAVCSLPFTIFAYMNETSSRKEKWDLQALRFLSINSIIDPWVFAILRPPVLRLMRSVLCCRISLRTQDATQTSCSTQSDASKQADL
TNF necrop inh: blocks TNF-alpha induced death of Jurkat FADD-/- cells | Jurkat FADD-/- TNF necroptosis rescue, ATP luminescence, 24 h; 0 = TNF only, 100 = no-TNF cells | activation (protection from cell death), % at 10 µM | 220,000 tested, 0.068% active;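 active = activation, meaning protection from cell death, of at least 50% relative to plate controls; inactive = activation below 50%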;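 also: necroptosis triggered by 40 ng/mL TNF-alpha added together with compound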
Wee1 degr inh: inhibitors of human Wee1 degradation. AID 1321. 220,000 tested, 1.2% active. reporter increase, % at 5 µM. P30291. HeLa Luc-Wee1K328M stability, luciferase luminescence; 100% = proteasome inhibitor MG132 effect;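 active = activation above the mean of all tested compounds plus 3 SD, set per screening run, cut at about 8.8% in these data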;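 also: cells exposed to compound for 20 h before luminescence read; 0% = DMSO alone and 100% = MG132 at 30 µM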
zVAD death inh: blocks zVAD induced death of L929 cells; L929 zVAD necroptosis rescue, ATP luminescence, 24 h; with zVAD 60 µM; viability rescue, % at 10 µM; 220,000 tested, 0.38% active;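 active = activation, scaled between plate controls, above about 75%, limit read from the data; inactive = activation under that limit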;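 also: 0% = zVAD with DMSO and 100% = DMSO alone without zVAD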
FXIa inh 1536: factor XIa (human) inhibition; purified FXIa, Boc-Glu-Ala-Arg-AMC fluorogenic substrate; 220,000 tested, 0.14% active; P03951; inhibition, % at 5 µM;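 active = inhibition of at least 40%; inactive = inhibition below 40%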;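 also: fluorescence of freed AMC excited at 355 nm; 0% = enzyme without compound and 100% = no enzyme blank; many of its hits are not listed in these tables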
CHOP inhibitor: blocks CHOP induction under ER stress. AID 2732. inhibition, % at 10 µM. 220,000 tested, 3.8% active. CHO-K1 CHOP-promoter luciferase, tunicamycin-induced, 15-18 h;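 active = compounds that reduced the stress-induced luciferase reporter signal by more than about 70% of percent inhibition, limit read from the data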;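 also: 0% = tunicamycin plus vehicle and 100% = wells without tunicamycin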
FXIIa inh: blocks human coagulation factor XIIa protease activity | purified FXIIa, Boc-QGR-AMC fluorogenic substrate, 2 h | inhibition, % at 5 µM | P00748 | 220,000 tested, 0.3% active; in the data active = inhibition above about 40%;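 also: 0% = enzyme with no compound and 100% = blank without enzyme; many of its hits are not listed in these tables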
Target sequence (P00748 20-372 limits assumed): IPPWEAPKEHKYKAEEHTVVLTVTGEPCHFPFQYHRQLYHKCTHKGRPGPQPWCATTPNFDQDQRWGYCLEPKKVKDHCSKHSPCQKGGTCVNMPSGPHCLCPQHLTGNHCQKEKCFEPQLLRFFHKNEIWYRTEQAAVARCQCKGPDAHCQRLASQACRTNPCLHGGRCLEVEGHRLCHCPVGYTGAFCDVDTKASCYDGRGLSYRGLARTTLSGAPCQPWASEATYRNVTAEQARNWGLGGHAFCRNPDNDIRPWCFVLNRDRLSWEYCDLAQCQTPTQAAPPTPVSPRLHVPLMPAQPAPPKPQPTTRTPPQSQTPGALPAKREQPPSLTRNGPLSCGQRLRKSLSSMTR
Target sequence (P00748 373-615 limits assumed): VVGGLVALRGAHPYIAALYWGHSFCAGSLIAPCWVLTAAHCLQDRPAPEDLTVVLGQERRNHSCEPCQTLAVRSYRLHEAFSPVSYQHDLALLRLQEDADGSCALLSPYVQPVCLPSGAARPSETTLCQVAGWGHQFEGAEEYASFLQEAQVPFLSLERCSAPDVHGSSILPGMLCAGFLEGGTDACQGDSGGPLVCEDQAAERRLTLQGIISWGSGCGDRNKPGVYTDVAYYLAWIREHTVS
Active calls of the source: *; . = no result given; & = joins results of further samples. This is a subset. The share of hits here may be higher or lower than overall.

SMILES	PPC-1+TRAIL kill	Tb hexokinase	PGE2 EP2 inh	TNF necrop inh	Wee1 degr inh	zVAD death inh	FXIa inh 1536	CHOP inhibitor	FXIIa inh
CC(=O)c1cn(CC(=O)NCC2CCCO2)c2ccccc12 (stereo not given)	3	-6	10	-1.5	-1	0.0	3	3	22
COc1ccc(C(=O)/C=C2/Sc3cc4c(cc3N2C)OCO4)cc1	2	-2	77*	-0.4	-1	0.1	-1	-20	8
O=C(O)C1CSC2(c3ccc(Br)cc3)CCC(=O)N12 (stereo not given)	9	5	2	0.1	0	0.0	18	-14	15
CCN1C(=O)N(C)C(N(O)C(=O)NC)C1(C)C (stereo not given)	4	13	10	-0.7	2	-0.3	-14	23	-8
Cc1c(C(=O)OCC(=O)NCC2CCCO2)cccc1[N+](=O)[O-] (stereo not given)	3	-2	20	-0.2	3	2.2	-2	24	.
CCCCC1(C)OC(=O)C(=Cc2ccc(N(C)C)cc2)C(=O)O1 (stereo not given)	0	-25	8	-3.1	1	0.5	-4	9	-2
CCc1ccc2c(c1)cc(CN(C(=S)Nc1ccccc1C)C1CC1)c1nnnn12	-7	-6	12	-4.6	-1	-0.1	-2	-13	15
O=C(/C=C/c1ccccc1)NC(NC(=S)Nc1cccc(Cl)c1)C(Cl)(Cl)Cl (stereo not given)	7	-5	8	-17	-1	1.8	2	111*	12
ONC(=Nc1ccccc1)c1ccccc1Cl	0	5	4	-3.2	-1	0.1	1	19	15
CC(C)(C)c1ccc(C(=O)c2c[nH]c(C(=O)NCc3ccco3)c2)cc1	16	-9	.	-1.2	-2	0.1	1	62	20
Cc1nc(N2CCC(C)CC2)c2oc3ccccc3c2n1	21	-9	11	-3.7	2	-1.5	3	61	13
CC(NC(=O)C1CCCC1)C1CC2CCC1C2 (stereo not given)	28	0	6	2.1	-2	0.3	12	-5	17
Cc1ccc(N(C)C(=O)N2CCN(S(=O)(=O)c3ccc(C)cc3)CC2)cc1	28	-7	12	0.4	3	0.0	7	32	17
O=Cc1ccc(OCc2ccccn2)cc1	7	0	10	-0.9	5	-0.3	6	-7	15
COc1ccccc1CNC(=O)C1CCN(S(=O)(=O)c2ccc3c(c2)OCCCO3)CC1	13	0	5	2.1	-2	1.6	14	42	2
Cc1c(Br)c([N+](=O)[O-])nn1CC(=O)Nc1c(C)n(C)n(-c2ccccc2)c1=O	2	22	6	1.4	4	-1.0	0	-2	6
Cc1cccc(C)c1NC(=S)NC(C)CCc1ccccc1 (stereo not given)	12	2	14	-4.7	-1	-1.1	-1	15	4
CN(C)c1nc(-c2ccccc2)ncc1S(=O)(=O)c1ccccc1	10	-3	10	3.2	9	4.1	-5	10	3
CCOC(=O)N1CCN(S(=O)(=O)c2cc(Br)cnc2N)CC1	2	-8	14	1.6	0	0.3	1	56	7
COc1ccc2cc(C(=O)C3CCCN(C(=O)/C=C/c4ccccn4)C3)ccc2c1 (stereo not given)	16	-12	9	-0.4	-1	-0.3	-2	3	10
CC(=O)NCCC1CCCCN1Cc1nc(Cc2cccc(C(F)(F)F)c2)no1 (stereo not given)	4	-3	1	0.8	5	-0.9	-2	18	2
CCCCC(=O)Nc1sc2c(c1C#N)CC(C)(C)OC2	-9	2	6	6.4	1	.	32	15	14
COCCN1C(=O)c2oc3ccccc3c(=O)c2C1c1ccc(O)c(OC)c1 (stereo not given)	-2	1	5	2.4	4	1.6	-1	29	9
Cc1cc(C)c(C#N)c(N2CCC(C(N)=O)CC2)n1	-9	-5	5	0.3	0	3.8	-3	17	2
O=C1C2C3C=CC(C3)C2C(=O)N1/N=C/c1cn(Cc2ccc(F)cc2)c2ccccc12 (stereo not given)	38	-12	6	-4.4	-3	0.2	-2	6	9
NC(=O)c1ccc(OCC(F)(F)C(F)(F)C(F)(F)C(F)(F)C(F)(F)C(F)F)cc1	-5	6	5	0.6	-2	-0.7	1	61	13
CCn1c2ccccc2c2cc(/C=N/n3c(-c4cc(C)[nH]n4)n[nH]c3=S)ccc21	6	23	8	0.7	-2	-0.2	3	-59	2
Cc1cccc2c(CC(=O)Nc3ccccc3)noc12	-5	-2	9	2.6	13*	-0.8	5	43	12
COc1ccc(Cc2nnc(NC(=O)CSc3ccc(C)cc3)s2)cc1OC	20	6	10	-1.7	-4	0.2	7	12	20
CCC1(C)Cc2ccccc2-c2nc3n(c(=O)c21)CCS3 (stereo not given)	13	-3	12	0.9	-3	-0.6	-7	-9	8
Cc1cc(N2CCCCC2)nc2ccc(NC(=O)c3ccc(Br)o3)cc12	-7	-26	24	0.7	1	2.7	-1	-38	-15
COC(=O)CCCC(=O)Nc1ccc(Br)cc1	-5	5	9	2.8	1	.	1	-8	7
COC(=O)CC1C(=O)NC2CCCCC2N1C(=O)CCl (stereo not given)	-1	-7	7	23	5	0.9	6	-11	10
CC(=O)Nc1sc2c(c1C(c1ccccn1)N1CCN(C)CC1)CCCC2 (stereo not given)	-11	4	4	0.5	-3	-0.3	-3	-16	-1
O=C(NCCN1CCCCCC1)C1CCN(S(=O)(=O)N2CCOCC2)CC1	14	2	14	0.8	4	0.0	-2	7	17
CCCN=Cc1c(CCC)[nH]n(-c2nc3ccccc3s2)c1=O	21	-10	12	-0.9	-1	0.6	-4	16	-4
CC(C)CCNC(=S)Nc1ccccc1F	26	31	13	-2.9	-2	0.0	2	15	10
O=C(Nc1ccccc1N1CCCCC1)c1ccccc1F	6	0	7&15	-0.9	1	2.0	-4	-27	8
CCOCCCNc1nc(=S)[nH]c2cc(OC)c(OC)cc12	2	-2	19	-0.8	-3	0.3	-1	-24	14
C=CCNC(=O)CN(c1cccc(Br)c1)S(C)(=O)=O	24	1	6	0.4	-1	0.5	6	-2	13

Ordered by length of the SMILES (smallest number first): part of the list above
SMILES	PPC-1+TRAIL kill	Tb hexokinase	PGE2 EP2 inh	TNF necrop inh	Wee1 degr inh	zVAD death inh	FXIa inh 1536	CHOP inhibitor	FXIIa inh
CC(C)CCNC(=S)Nc1ccccc1F	26	31	13	-2.9	-2	0.0	2	15	10
COC(=O)CCCC(=O)Nc1ccc(Br)cc1	-5	5	9	2.8	1	.	1	-8	7
O=C(Nc1ccccc1N1CCCCC1)c1ccccc1F	6	0	7&15	-0.9	1	2.0	-4	-27	8
COC(=O)CC1C(=O)NC2CCCCC2N1C(=O)CCl (stereo not given)	-1	-7	7	23	5	0.9	6	-11	10
Cc1cc(C)c(C#N)c(N2CCC(C(N)=O)CC2)n1	-9	-5	5	0.3	0	3.8	-3	17	2
C=CCNC(=O)CN(c1cccc(Br)c1)S(C)(=O)=O	24	1	6	0.4	-1	0.5	6	-2	13
CCC1(C)Cc2ccccc2-c2nc3n(c(=O)c21)CCS3 (stereo not given)	13	-3	12	0.9	-3	-0.6	-7	-9	8
CCCN=Cc1c(CCC)[nH]n(-c2nc3ccccc3s2)c1=O	21	-10	12	-0.9	-1	0.6	-4	16	-4
COc1ccc(Cc2nnc(NC(=O)CSc3ccc(C)cc3)s2)cc1OC	20	6	10	-1.7	-4	0.2	7	12	20
Cc1cc(N2CCCCC2)nc2ccc(NC(=O)c3ccc(Br)o3)cc12	-7	-26	24	0.7	1	2.7	-1	-38	-15
COCCN1C(=O)c2oc3ccccc3c(=O)c2C1c1ccc(O)c(OC)c1 (stereo not given)	-2	1	5	2.4	4	1.6	-1	29	9
CCn1c2ccccc2c2cc(/C=N/n3c(-c4cc(C)[nH]n4)n[nH]c3=S)ccc21	6	23	8	0.7	-2	-0.2	3	-59	2
O=C1C2C3C=CC(C3)C2C(=O)N1/N=C/c1cn(Cc2ccc(F)cc2)c2ccccc12 (stereo not given)	38	-12	6	-4.4	-3	0.2	-2	6	9
NC(=O)c1ccc(OCC(F)(F)C(F)(F)C(F)(F)C(F)(F)C(F)(F)C(F)F)cc1	-5	6	5	0.6	-2	-0.7	1	61	13

Ordered by heavy-atom count (descending): 3 of the compounds above.
SMILES	PPC-1+TRAIL kill	Tb hexokinase	PGE2 EP2 inh	TNF necrop inh	Wee1 degr inh	zVAD death inh	FXIa inh 1536	CHOP inhibitor	FXIIa inh
COCCN1C(=O)c2oc3ccccc3c(=O)c2C1c1ccc(O)c(OC)c1 (stereo not given)	-2	1	5	2.4	4	1.6	-1	29	9
Cc1cc(N2CCCCC2)nc2ccc(NC(=O)c3ccc(Br)o3)cc12	-7	-26	24	0.7	1	2.7	-1	-38	-15
CCOCCCNc1nc(=S)[nH]c2cc(OC)c(OC)cc12	2	-2	19	-0.8	-3	0.3	-1	-24	14

Later entries:
SMILES	PPC-1+TRAIL kill	Tb hexokinase	PGE2 EP2 inh	TNF necrop inh	Wee1 degr inh	zVAD death inh	FXIa inh 1536	CHOP inhibitor	FXIIa inh
COc1ccc(/C=N/NC(=O)CSCC(=O)Nc2ccccc2)cc1OC	10	-8	6	-3.1	3	1.1	-2	-12	1
Clc1ccc(-c2c[n+](Cc3ccc(Br)cc3)c3n2CCCCC3)cc1	2	15	5	-0.8	0	1.2	-5	5	5
Cc1ccc(S(=O)(=O)N2CC(=O)Nc3ccccc32)cc1C	1	2	6	-1.3	2	1.8	2	34	14
CCCCOc1ccc(S(=O)(=O)n2c(C)nc3ccccc32)cc1	-8	1	2	-1.6	-4	-0.1	-17	46	3
Cc1cc(-c2nnc(SCC(=O)Nc3ccccn3)o2)no1	14	7	6	0.4	3	-0.8	-3	-7	6
CCOC(=O)c1c(C)oc2c1c(C(c1ccccc1)N1CCOCC1)c(O)c1ccccc12 (stereo not given)	16	-13	4	-5.4	-2	0.3	-15	-23	5
O=C(O)CN(Cc1ccco1)S(=O)(=O)c1ccccc1	8	2	17	0.9	-1	-0.1	-1	2	19
O=C(NCc1cccs1)c1cccc(Nc2nc3ccc(Br)cc3[nH]2)c1	5	1	17	-0.7	15*	0.6	13	61	12
O=C(COc1ccccc1)N1N=C(c2cccnc2)CC1(O)C(F)(F)F (stereo not given)	24	-4	6	0.7	4	0.2	12	-6	12
CCCn1c(CN2CCN(C)CC2)nc2ccccc21	15	0	9	1.6	-2	0.1	-13	29	1
Cc1cnc(C(=O)OCC(=O)NC2CCCCCC2)cn1	20	-3	10	0.0	-4	2.6	-5	1	9
COc1cccc(C2SCC(=O)N2c2ccc(Br)cc2)c1OC (stereo not given)	1	2	6	6.5	5	-0.2	3	39	4
O=C(NNc1nc2c(F)cccc2s1)C1=COCCO1	6	3	9	1.0	2	1.6	1	2	0
O=C(Nc1cccc(C(F)(F)F)c1)C(Sc1ncnc2ccccc12)c1ccccc1 (stereo not given)	-2	-10	3	1.9	-3	0.7	0	76*	8
COc1ccc(CCN2C(=O)CC(Cc3ccc(Br)cc3)C2=O)cc1OC (stereo not given)	7	22	11	2.4	-1	0.1	-9	30	-2
CN(C)C(=O)c1cc([N+](=O)[O-])ccc1O	13	-5	6	-0.3	3	-0.4	1	3	10
COc1ccc(C)cc1NS(=O)(=O)c1ccc(NC(=O)CN(c2cc([N+](=O)[O-])ccc2C)S(C)(=O)=O)cc1	-1	-10	16	-2.6	-1	0.3	5	10	6
COC(=O)N/N=C/c1cccs1	9	-4	8	0.7	-1	2.1	1	-8	9
Cc1ccc(-n2c(C)nnc2SCC(=O)Nc2ccccc2)cc1	10	1	.	-0.5	1	-0.1	-4	-3	0
